Bioassay records as filed in PubChem.
MgcRacGAP inhibition = MgcRacGAP GTPase-activating activity inhibitors, confirmation, biochemical, ADP Hunter fluorescence. Rac GTPase-activating protein 1 (Homo sapiens). MgcRacGAP-stimulated Rac1 GTP hydrolysis, ADP Hunter fluorescence; higher % means a stronger effect; GST-tagged Rac1 F28L mutant substrate. one-dose inhibition, % at 30 µM; IC50 in µM for titrated hits. 0.6% of 340,000 active;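 active = first-screen hits whose inhibition reached a set limit at any dose in the follow-up dose series; inconclusive = inhibition above the set first-screen limit but never retested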;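 also: fluorescence reports GDP produced by GAP-driven GTP hydrolysis; strong numbers were not always called active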
GPR35 arrestin U2OS = GPR35 antagonists blocking zaprinast-driven arrestin recruitment, primary screen, imaging, U2OS, beta-arrestin-GFP, zaprinast agonist (AID 2058); U2OS GPR35 beta-arrestin-GFP translocation imaging, zaprinast antagonism; higher % means a stronger effect; inhibition, % at 10 µM, or IC50 in µM where a hit was titrated; 0.052% of 290,000 active;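 active = inhibition of at least 50% with at least 30 cells and total cytoplasm GFP at most 10,000,000; inconclusive = under 30 cells or total GFP of 10,000,000 plus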
Salmonella PhoP GFP = inhibitors of PhoP regulon expression, primary screen, Salmonella Typhimurium, GFP reporter (AID 1863) | S. Typhimurium PhoP-regulated promoter GFP reporter, 4 h; higher % means a stronger effect | one-dose inhibition, % at 50 µM; IC50 in µM for titrated hits | 0.16% of 300,000 active;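 active = inhibition over 29.93%, a cutoff 3 SD above the screen mean, later confirmed by dose response; inconclusive = inhibition over 29.93% but no dose response follow-up; inactive = inhibition at most 29.93% or unconfirmed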;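 also: 0% = low Mg2+ inducing control and 100% = high Mg2+ repressing control; strong numbers were not always called active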
Large T inhibition = SV40 large T antigen inhibitors, biochemical (AID 1903); SV40 large T antigen ATPase/helicase inhibition assay; higher % means a stronger effect; inhibition, % at 20 µM, or IC50 in µM where a hit was titrated; 0.39% of 310,000 active; in the data active = a potency from the dose series; inconclusive = inhibition mostly from about 32% at the one dose, without a potency; inactive = the rest, 99 in 100 with inhibition below about 32%; also: strong numbers were not always called active
NS5 inhibitors = Dengue-2 NS5 methyltransferase inhibitors, primary screen, biochemical, confirmation dose response (AID 588689). inhibition, % at 25 µM, or IC50 in µM where a hit was titrated. Dengue-2 NS5 methyltransferase capping enzyme assay, biochemical; higher % means a stronger effect. 0.3% of 340,000 active; in the data active = a potency from the dose series; inconclusive = inhibition above about 29% without an active follow-up result
West Nile antiviral = West Nile virus antiviral activity, cell-based, CPE readout (AID 1621); CPE inhibition, % at 10 µM, or IC50 in µM where a hit was titrated; West Nile virus-infected cells, CPE inhibition; higher % means a stronger effect; 0.02% of 290,000 active; in the data active = a potency from the dose series; inconclusive = CPE inhibition mostly from about 3.7% at the one dose, without a potency; inactive = the rest, 99 in 100 with CPE inhibition below about 2.2%; also: strong numbers were not always called active
RSV antiviral HEp-2 = RSV antiviral activity via CPE protection, HEp-2 cells, primary 10 µM value included (AID 2391). HEp-2 cells, RSV-induced CPE inhibition; higher % means a stronger effect. one-dose CPE inhibition, % at 10 µM; IC50 in µM for titrated hits. 0.13% of 310,000 active; in the data active = a potency from the dose series; inconclusive = CPE inhibition mostly from about 23% at the one dose, without a potency; inactive = the rest, 99 in 100 with CPE inhibition below about 21%; also: strong numbers were not always called active
ER stress rescue = rescue of cells from ER stress-induced death, primary screen, 384-well, CSM14.1, thapsigargin, ATP luminescence (AID 1222); 190,000 tested, under 10 active; cellular ATP content (survival), % at 20 µM; hits with a dose series show EC50 in µM; CSM14.1 thapsigargin-induced death rescue, ATP luminescence; higher % means a stronger effect;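 active = EC50 below 50 µM in the dose-response confirmation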;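 also: death triggered by thapsigargin at about 15 µM added after 2 h compound pretreatment; cell ATP read after overnight thapsigargin exposure of roughly 18 to 22 hours; normalized against plate controls of thapsigargin alone and 5% DMSO vehicle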
LYP inhibition = inhibitors of LYP phosphatase, biochemical, fluorescence intensity, uHTS (AID 1779) | Tyrosine-protein phosphatase non-receptor type 22 (Homo sapiens) | recombinant LYP phosphatase, fluorescence intensity; higher % means a stronger effect | inhibition, % at 11.5 µM; hits with a dose series show IC50 in µM | 0.054% of 290,000 active; in the data active = inhibition above about 50%;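 also: plate controls were vehicle with enzyme for no effect and no enzyme for full effect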
NS5 inhibitors pilot replicate = recorded beside NS5 inhibitors, whose call it bears; inhibition, %; measured here: pilot screen replicate inhibition
* marks the source's active call; other numbers are inactive results. Rows are unselected; overall some 1.5% were active at least once.

`CC(CC(=O)C1C(C)C=CCC1(C)C)NNC(N)=O` (stereo not drawn) gave MgcRacGAP inhibition -2%, GPR35 arrestin U2OS 18%, Salmonella PhoP GFP 5%, Large T inhibition 3%, NS5 inhibitors 0%, West Nile antiviral 1.8%, RSV antiviral HEp-2 0.3%, ER stress rescue -0.6% and LYP inhibition -8%.
For COc1cccc(CC(NC(C)=O)C(=O)NC2CCN(c3nnnn3-c3ccccc3)CC2)c1 (stereo not drawn) the results were MgcRacGAP inhibition 3%, GPR35 arrestin U2OS -17%, Salmonella PhoP GFP -2%, Large T inhibition 2%, NS5 inhibitors -4%, West Nile antiviral 0.0%, RSV antiviral HEp-2 0.8%, ER stress rescue -0.9% and LYP inhibition -4%.
O=C(Nc1cccc(O)c1)c1ccc(S(=O)(=O)N2CCCCCC2)cc1 was read as MgcRacGAP inhibition 14%, GPR35 arrestin U2OS -9%, NS5 inhibitors 3%, West Nile antiviral 1.0% and LYP inhibition -1%.
O=C1CCN(CCc2ccccc2)CCN1[C@H](COc1ccccc1)Cc1ccccc1 was read as MgcRacGAP inhibition -3%, GPR35 arrestin U2OS 13%, Salmonella PhoP GFP 12%, Large T inhibition 1%, NS5 inhibitors -6%, West Nile antiviral -1.7%, RSV antiviral HEp-2 -3.0% and LYP inhibition -12%.
For COc1ccc(C/C(N)=N/OC(=O)Cc2ccccc2)cc1 the results were MgcRacGAP inhibition 5%, GPR35 arrestin U2OS -2%, Salmonella PhoP GFP 3%, Large T inhibition 14%, NS5 inhibitors -5%, West Nile antiviral 0.0%, RSV antiviral HEp-2 1.4%, ER stress rescue -0.9% and LYP inhibition -3%.
For COCCCn1c(=O)c2sccc2n2c(CCCC(=O)N(C)Cc3ccco3)nnc12 the results were MgcRacGAP inhibition 6%, GPR35 arrestin U2OS 4%, Salmonella PhoP GFP -2%, Large T inhibition 7%, NS5 inhibitors -6%, West Nile antiviral 0.0%, RSV antiviral HEp-2 1.3% and LYP inhibition -6%.
For CCc1cc2c(nc1CC)CCN(CC/C(C)=N/O[C@@H](C)c1cc(-c3c(C)cc(C)cc3C)no1)C2 the results were GPR35 arrestin U2OS 13%, Salmonella PhoP GFP -1%, Large T inhibition 7%, RSV antiviral HEp-2 8.4%, ER stress rescue -2.1% and LYP inhibition -5%.
Screening O=C1C2ON(c3ccc(Br)cc3)C(c3cccnc3)C2C(=O)N1C1CCCCC1 (stereo not drawn) returned MgcRacGAP inhibition 4%, GPR35 arrestin U2OS 0%, Salmonella PhoP GFP -2%, Large T inhibition 9%, NS5 inhibitors -2%, RSV antiviral HEp-2 0.8%, ER stress rescue -2.7% and LYP inhibition -5%.
Cc1noc(C)c1CCC(=O)O was read as MgcRacGAP inhibition 7%, GPR35 arrestin U2OS 6%, Salmonella PhoP GFP 5%, Large T inhibition 4%, NS5 inhibitors 0%, West Nile antiviral 0.1%, RSV antiviral HEp-2 0.1%, ER stress rescue 0.1% and LYP inhibition -7%.
CC1CCN(CCCNC(=O)Cn2ncc3c([nH]c4ccccc43)c2=O)CC1 was read as MgcRacGAP inhibition -5%, GPR35 arrestin U2OS 23%, Salmonella PhoP GFP -5%, Large T inhibition 1%, NS5 inhibitors -2%, West Nile antiviral 0.1%, RSV antiviral HEp-2 2.3% and LYP inhibition -6%.
For CCOc1cc(C#N)c(NC(=O)c2ccnn2C)cc1OCC the results were MgcRacGAP inhibition 7%, GPR35 arrestin U2OS -10%, Salmonella PhoP GFP -5%, Large T inhibition 2%, NS5 inhibitors -7%, West Nile antiviral 0.2%, RSV antiviral HEp-2 -0.1% and LYP inhibition -8%.
CN[C@H]1CCc2cc(OC)c(OC)c(OC)c2-c2ccc(OC)c(=O)cc21 was read as MgcRacGAP inhibition 2%, Salmonella PhoP GFP 4%, Large T inhibition 32%, NS5 inhibitors 15% and RSV antiviral HEp-2 -0.3%.
Screening Cc1cc(NC(=O)CSc2nnc(C3CC3)n2Cc2ccccc2)no1 returned MgcRacGAP inhibition 8%, GPR35 arrestin U2OS 4%, Salmonella PhoP GFP 7%, Large T inhibition -1%, NS5 inhibitors 4%, West Nile antiviral -0.3%, RSV antiviral HEp-2 1.9%, ER stress rescue -0.7% and LYP inhibition -5%.
For c1ccc2c(c1)ccc1nnc(SCc3ccc4c(c3)OCCO4)n12 the results were MgcRacGAP inhibition 4%, GPR35 arrestin U2OS 10%, Salmonella PhoP GFP 6%, Large T inhibition 0%, NS5 inhibitors -2%, West Nile antiviral 0.1%, RSV antiviral HEp-2 6.0%, ER stress rescue 0.0% and LYP inhibition -8%.
Cc1cc(/C=C2/C(=N)N3C(=NC2=O)SN=C3S(C)(=O)=O)c(C)n1-c1ccccc1 was read as MgcRacGAP inhibition 13%, GPR35 arrestin U2OS -10%, Salmonella PhoP GFP -4%, Large T inhibition 13%, NS5 inhibitors 6%, West Nile antiviral 1.2%, RSV antiviral HEp-2 19%, ER stress rescue -3.7% and LYP inhibition 2%.
Screening COc1ccc(NC(=O)CSc2nc3c(c(=O)n2-c2ccc(C)cc2)SCC3)c(OC)c1 returned MgcRacGAP inhibition 8%, GPR35 arrestin U2OS 16%, Salmonella PhoP GFP -9%, Large T inhibition 8%, NS5 inhibitors 0%, West Nile antiviral -0.2%, RSV antiviral HEp-2 2.3%, ER stress rescue -2.7% and LYP inhibition -7%.
`Cn1c(=O)c2c(-c3ccc(OC(F)F)cc3)cc(-c3ccccc3)nc2n(C)c1=O` gave GPR35 arrestin U2OS -2%, Salmonella PhoP GFP -2%, Large T inhibition 22%, West Nile antiviral 0.1%, RSV antiviral HEp-2 -0.9% and LYP inhibition -1%.
For Cn1c(=O)[nH]c(=O)c2c1nc(N/N=C/c1ccncc1)n2Cc1ccc(F)cc1 the results were GPR35 arrestin U2OS 10%, Salmonella PhoP GFP -9%, Large T inhibition 31%, West Nile antiviral 0.3%, RSV antiviral HEp-2 2.4% and LYP inhibition -2%.
Screening O=C(Cn1[nH]c(=O)c2ccccc2c1=O)Nc1cccc(-c2nnc3n2CCCCC3)c1 returned MgcRacGAP inhibition -6%, GPR35 arrestin U2OS 8%, NS5 inhibitors 5%, RSV antiviral HEp-2 -0.4%, ER stress rescue 4.2% and LYP inhibition -2%.
`CCOc1ccc(OCC)c(NC(=O)C2CCCN(S(=O)(=O)c3c(C)n[nH]c3C)C2)c1` (stereo not drawn) gave MgcRacGAP inhibition 6%, GPR35 arrestin U2OS 2%, Salmonella PhoP GFP 1%, Large T inhibition 4%, NS5 inhibitors -8%, West Nile antiviral -0.5%, RSV antiviral HEp-2 1.5%, ER stress rescue -2.2% and LYP inhibition -9%.
For CC(C)(C)c1ccc(C(CC(=O)O)NC(=O)Cc2ccccc2)cc1 (stereo not drawn) the results were MgcRacGAP inhibition 0%, GPR35 arrestin U2OS -2%, Salmonella PhoP GFP -8%, Large T inhibition 14%, NS5 inhibitors -1%, West Nile antiviral -0.3%, RSV antiviral HEp-2 3.5% and LYP inhibition -4%.
`CCCN(CCC)S(=O)(=O)c1ccc(C(=O)Nc2nnc(CSC)o2)cc1` gave MgcRacGAP inhibition 2%, GPR35 arrestin U2OS 8%, Salmonella PhoP GFP 2%, Large T inhibition 5%, NS5 inhibitors -1%, West Nile antiviral inconclusive, RSV antiviral HEp-2 2.7%, ER stress rescue 1.9% and LYP inhibition -8%.
CSCCCNC(=O)c1ccccc1OC1CCN(S(C)(=O)=O)CC1 was read as MgcRacGAP inhibition 8%, GPR35 arrestin U2OS 12%, Salmonella PhoP GFP -9%, Large T inhibition -2%, NS5 inhibitors -16%, West Nile antiviral -0.7%, RSV antiviral HEp-2 0.4%, ER stress rescue -1.2% and LYP inhibition -6%.
For CC1(C)Cc2cccc(OCC(=O)NCc3ccccc3)c2O1 the results were MgcRacGAP inhibition 2%, GPR35 arrestin U2OS -3%, Salmonella PhoP GFP -14%, Large T inhibition 4%, NS5 inhibitors 1%, West Nile antiviral -0.8%, RSV antiviral HEp-2 3.4% and LYP inhibition -3%.
CC(C)c1ccc(C(=O)NC(=S)NCc2cccnc2)cc1 was read as MgcRacGAP inhibition 6%, GPR35 arrestin U2OS -8%, Salmonella PhoP GFP inconclusive, Large T inhibition 10%, NS5 inhibitors 1%, West Nile antiviral -1.0%, RSV antiviral HEp-2 3.9%, ER stress rescue 0.1% and LYP inhibition -3%.
`CN(C)S(=O)(=O)c1ccc(Cl)c(NC(=O)COC(=O)/C=C/c2ccco2)c1` gave MgcRacGAP inhibition -2%, GPR35 arrestin U2OS -7%, Salmonella PhoP GFP 5%, Large T inhibition 10%, NS5 inhibitors -5%, West Nile antiviral 0.3%, RSV antiviral HEp-2 1.2%, ER stress rescue -0.3% and LYP inhibition 0%.
For FC(F)Oc1ccccc1/C=N/Nc1nc2ccccc2o1 the results were MgcRacGAP inhibition 5%, GPR35 arrestin U2OS -7%, Salmonella PhoP GFP -13%, Large T inhibition 4%, NS5 inhibitors -3%, West Nile antiviral -0.6%, RSV antiviral HEp-2 1.9% and LYP inhibition -4%.
For Cc1nc2cc(-c3sccc3-n3cccc3)nn2c(C)c1C the results were MgcRacGAP inhibition 6%, GPR35 arrestin U2OS 19%, Salmonella PhoP GFP -4%, Large T inhibition 6%, NS5 inhibitors -5%, RSV antiviral HEp-2 0.9%, ER stress rescue -2.0%, LYP inhibition -1% and NS5 inhibitors pilot replicate -1.1.
`COc1cc(-c2nnc(SCC(=O)NC3CCS(=O)(=O)C3)o2)cc(OC)c1OC` (stereo not drawn) gave MgcRacGAP inhibition 5%, GPR35 arrestin U2OS 10%, Salmonella PhoP GFP 0%, Large T inhibition 7%, NS5 inhibitors -6%, West Nile antiviral -0.1%, RSV antiviral HEp-2 0.6%, ER stress rescue -1.0% and LYP inhibition -2%.
CC1=NN(c2ccccc2)C(=O)C1N=Nc1ccccc1 (stereo not drawn) was read as MgcRacGAP inhibition 1%, GPR35 arrestin U2OS -18%, Salmonella PhoP GFP 9%, Large T inhibition 3%, NS5 inhibitors 6%, West Nile antiviral -1.1%, RSV antiviral HEp-2 0.9%, ER stress rescue 7.1% and LYP inhibition -4%.

Reprinted at random: 2 entries already listed, in no set order.
For Cn1c(=O)[nH]c(=O)c2c1nc(N/N=C/c1ccncc1)n2Cc1ccc(F)cc1 the results were GPR35 arrestin U2OS 10%, Salmonella PhoP GFP -9%, Large T inhibition 31%, West Nile antiviral 0.3%, RSV antiviral HEp-2 2.4% and LYP inhibition -2%.
Screening O=C(Cn1[nH]c(=O)c2ccccc2c1=O)Nc1cccc(-c2nnc3n2CCCCC3)c1 returned MgcRacGAP inhibition -6%, GPR35 arrestin U2OS 8%, NS5 inhibitors 5%, RSV antiviral HEp-2 -0.4%, ER stress rescue 4.2% and LYP inhibition -2%.
